hERG WT inh: KCNH2 (human, wildtype) channel inhibition; Q12809; U2OS, BacMam KCNH2, thallium flux FluxOr; active compounds read low; activity change, % at 1.84 µM; 0.37% of 340,000 active; AID 720551;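 active means maximum activity change below -70%; inconclusive means maximum activity change between -70% and -50%; inactive means maximum activity change above -50%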; further: on the % scale 0 is the no-effect control and ±100 the full control effect
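U2OS cells transduced with wild-type KCNH2 virus are loaded with FluxOr dye for 45 min, and thallium flux is measured in kinetic reads before and after stimulation buffer. Rate constants are normalized to DMSO controls.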
PKM2 activator: activators of human pyruvate kinase M2. P14618. purified PKM2, Kinase-Glo ATP luminescence, activation; response scale: 0% is enzyme alone, no compound. Potency, µM (series often up to 57.5 µM), without a hit: at the highest dose activation, usual class: activators. 0.34% of 260,000 active; further: potency means the concentration at half of the fitted maximal effect; on the % scale 0 is the no-effect control and ±100 the full control effect; nearly all actives have a fitted effect of over 55% in size
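hPK-M2, >95% pure; 0.1 mM ADP / 0.5 mM PEP final; imidazole pH7.2 buffer w/ 7 mM MgCl2, 50 mM KCl; 1 h RT; Kinase-Glo lum. Intermediate enzyme activity for dual inhibitor/activator qHTS.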
Menin MLL FP TR: inhibitors of human menin-MLL interaction, mutant MLL peptide | Menin + Texas Red MLL mutant peptide, fluorescence polarization | 0.23% of 270,000 active | O00255 | Potency, µM (titrated, usually from 61.6 µM), without a hit: at the top dose FP activity change, negative = inhibition, usual class: inhibitors | AID 1768; active means well fitted inhibition curve with a large enough effect in the polarisation, with a control signal flat, not every such curve was filed as active; inconclusive means small, poorly fitted or top-dose-only effect, or effect the other way, or a change in a side signal; inactive means no such curve, though single readings can be large or run the other way; the % refers to the polarisation; further: potency means the concentration at half of the fitted maximal effect; % of control where 0% means no effect; many of its hits are not listed in these tables
FBPA coupling cs: counter-screen for Giardia aldolase inhibitors: coupling enzyme system. AID 2472. activity change, negative = inhibition, % at 58.2 µM, hits read low. coupling enzyme system counterscreen, AmpLite Red fluorescence. 0.67% of 290,000 active; in the data active means activity change below about -30%; further: on the % scale 0 is the no-effect control and ±100 the full control effect
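Coupling enzymes only (glyceraldehyde-3-phosphate) + compound, at 57.5 uM final, 10 min RT; add substrate/coupling/AmpLite Red mix, 20 min RT; fluorescence ex 525/em 598 nm. Actives flag coupling-system interference.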
KCNH2 3.1 block: blocks the human KCNH2 3.1 channel isoform; activity change, % (tested at about 1.8 µM); U2OS KCNH2 3.1, thallium flux FluxOr; active compounds read low; 0.95% of 340,000 active;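 active means maximum activity change below -70%; inconclusive means maximum activity change from -70% to -50%; inactive means maximum activity change above -50%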;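 further: thallium influx rate constant from kinetic fluorescence after stimulation buffer; on the % scale 0 is the no-effect control and ±100 the full control effect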
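Thallium flux read-out: FluxOr dye with Red40 quencher in HBSS/HEPES, 45 min at RT. Rate constants from kinetic reads were normalized to positive and negative DMSO controls. Cells: U2OS virally expressing the 3.1 isoform.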
Giardia kill: Giardia lamblia killing; Giardia lamblia trophozoite viability; AID 540267; 0.15% of 340,000 active; activity change, % at 7.66 µM, hits read low; in the data active means activity change below about -80%; inconclusive means between about -30% and that limit;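 further: parasites exposed to compound for two days anaerobically before the ATP read; on the % scale 0 is the no-effect control and ±100 the full control effect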
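Killing of trophozoites was scored by loss of ATP luminescence after a 48 hrs anaerobic exposure to compounds at 37 deg C, using 100 cells per well.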
GALK inh: galactokinase (human) inhibition; Purified GALK, Kinase-Glo residual ATP luminescence; Potency, µM (titrated, usually from 57.5 µM), without a hit: top-dose activity change, negative = inhibition, hits mostly inhibitors; 0.007% of 270,000 active; further: potency means the concentration at half of the fitted maximal effect; on the % scale 0 is the no-effect control and ±100 the full control effect
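Quantitative HTS: GALK 5 nM, ATP 35 uM, galactose 100 uM, 1 h room temperature, then luciferase-based ATP detection.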
USP2a inh: USP2a (human) protease inhibition | O75604 | USP2 core, Ub-CHOP2 coupled fluorogenic reporter, 485/531 | Potency, µM (highest dose often 38.3 µM), without a hit: top-dose activity change, negative = inhibition, actives largely listed as inhibitors | 0.01% of 330,000 active | AID 463254;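 further: potency means the concentration at half of the fitted maximal effect; plate controls were DMSO wells for no effect and full inhibition by NEM control for full effect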
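Cell-free coupled assay: 10nM USP2 core preincubated 30min RT with compound in Tris-HCl pH 8.0/CaCl2/CHAPS buffer, then 25nM Ub-CHOP2 and 25nM reporter substrate; fluorescence (Ex 485/Em 531) read after 60min RT, normalized to NEM inhibition, concentration-response curves fitted.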
B2AR arrestin: beta2AR (human) beta-arrestin recruitment activity | P07550 | beta-arrestin recruitment to beta2AR, cell-based reporter | Potency, µM (series often up to 46.1 µM), for the others: top-dose activation, most hits filed as activators | 0.02% of 330,000 active;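 further: potency means the concentration at half of the fitted maximal effect; 0% = DMSO controls and full agonism = EC100 isoproterenol or metaproterenol; nearly all actives have a fitted effect of over 65% in size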
TRPV1 ag: activates the human vanilloid receptor TRPV1; TRPV1-expressing cells, Fluo-8 calcium influx, agonist mode; AID 540275; activation, % at 8.33 µM; Q8NER1; 0.19% of 320,000 active; in the data active means activation above about 80%; inconclusive means between about 30% and that limit; further: 0% is about no effect
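Cells expressing TRPV1 were dye-loaded with Fluo-8 and read kinetically: 10 s baseline, 3 min after compound (agonist portion), then 2 min after EC20 capsaicin (allosteric enhancer portion). Calcium-bound dye fluorescence at 480/520 nm.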
MLL CXXC-DNA inh: inhibitors of human MLL CXXC domain-DNA interaction | Q03164 | MLL-CXXC / FITC-HOXA9 DNA fluorescence polarization | Potency, µM (series often up to 115 µM), inactives show at the top dose activity change, negative = inhibition, actives largely listed as inhibitors | 0.037% of 290,000 active; active means well fitted inhibition curve with a large enough effect in the polarisation, with a control signal flat, not every such curve was filed as active; inconclusive means small, poorly fitted or top-dose-only effect, or effect the other way, or a change in a side signal; inactive means no such curve, though single readings can be large or run the other way; the % refers to the polarisation; further: potency means the concentration at half of the fitted maximal effect
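Steps: dispense CXXC domain solution (7 uM) → pin compounds or unlabeled HOX-A9 DNA control → 5 min ambient → add FLSN-HOX-A9 solution (50 nM) → spin → 30 min ambient → fluorescence polarization. Tris pH 7.5/NaCl/DTT/BSA buffer.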
* hit, by the source's call; ? = inconclusive; . = no result given; [ ] = remark or other dose. Unless noted, the call rests on the fitted dose curve; in most records, active means well fitted curve in the direction sought with a large enough effect; inconclusive means small, poorly fitted or top-dose-only effect, or another doubt; inactive means no such curve, though single readings can be large; an effect the other way counts as inactive or inconclusive.

SMILES	hERG WT inh	PKM2 activator	Menin MLL FP TR	FBPA coupling cs	KCNH2 3.1 block	Giardia kill	GALK inh	USP2a inh	B2AR arrestin	TRPV1 ag	MLL CXXC-DNA inh
O=C(Nc1ccc(F)cc1F)c1ccc(S(=O)(=O)NCc2ccco2)cc1	1	.	.	.	9	1	.	4%	-0.1%	.	.
O=C(O)CCC(=O)c1ccc2c(c1)OCCCO2	8	24%	-3%	5	1	10	0%	2%	0.4%	-5	-8%
COc1ccc(CNC(=O)CCN2C(=O)c3ccccc3C2=O)cc1OC	-5	-2%	1%	-1	-1	3	1%	1%	1.0%	0	4%
Cc1ccc(C(=O)OCC(=O)Nc2ccc3[nH]c(=O)[nH]c3c2)cc1[N+](=O)[O-]	-4	-3%	.	2	4	-1	-2%	-10%	0.2%	-1	-9%
NC(=S)Nc1ccccc1Br	-5	-19%	.	0	-5	-17	0%	0%	-1.0%	3	1%
O=C(NCc1ccco1)c1ccc(Cn2c(=O)c3sccc3n(Cc3ccc(F)cc3)c2=O)cc1	4	3%	-12%[11.7 µM]	12	11	-14	2%	0%	0.3%	.	10%
CCc1n[nH]c(=S)n1/N=C/c1cccc2ccccc12	-3	-12%	-3%	1	19	8	-1%	-1%	0.0%	3	8%
CCC(Sc1nncn1C)C(=O)Nc1ccccc1OC (stereo unspecified)	-5	-11%	-9%	9	19	-10	1%	-2%	-1.6%	-4	0%
O=C(CCCn1nnc2ccccc2c1=O)N[C@@H](Cc1ccccc1)C(=O)O	-36	-6%	.	4	8	-26	1%	1%	3.1%	.	6%
O=C(Nc1cccc(NC(=O)c2ccco2)c1)c1ccc2c(c1)OCO2	21	-12%	5%	0	-1	0	2%	1%	0.0%	0	-1%
Cc1cc(NC(=O)COc2ccc(Cl)cc2Cl)n(CCC#N)n1	-4	-9%	0%	-2	-15	7	7%	-1%	-0.2%	0	4%
CC1(C)Nc2ccccc2C(=O)N1NC(=O)c1ccccc1	1	-1%	2%	4	-9	11	4%	-1%	0.0%	-1	2%
COc1ccc(OC)c(-c2cnc(OC(C)(C)C)nc2OC(C)(C)C)c1	15	-1%	?	-4	17	-14	-2%	0%	-1.8%	?	-2%
COc1ccc(NC(=O)CCCN2C(=O)CN(C)C2=O)cc1Cl	9	.	.	.	29	22	.	2%	0.0%	0	.
CCOCC(=O)OCC(=O)NC12CC3CC(CC(C3)C1)C2	1	.	-1%	0	6	?	-1%	-1%	-0.1%	4	-1%
Cc1ccc(C(C)C)cc1OCC(=O)N/N=C/c1ccc2c(c1)OCCO2	1	0%	6%	-1	-4	8	1%	-1%	0.4%	16	-1%
COc1ccc(CN(C)S(=O)(=O)c2nnc(NC(=O)c3cccc(OC)c3)s2)cc1	-2	.	?	-18	13	10	-5%	-4%	0.0%	-1	3%
COc1ccc2[nH]c3c(c2c1)CCN1C(=O)C(CC(=O)NCc2ccc(OC)c(OC)c2)C[C@H](C(=O)N2CCOCC2)[C@@]31C (stereo partly specified)	6	.	.	.	-8	-13	.	-1%	-0.1%	.	.
O=C(CSc1nnc(-c2ccco2)o1)N1CCCCC1	-15	.	.	1	-28	6	7%	3%	0.0%	0	-1%
COc1ccccc1Nc1ncnc2ccc(C)cc12	6	-1%	1%	-1	6	-9	6%	.	.	6	3%
Cc1cc(NCc2ccco2)n2c(nc3ccccc32)c1C#N	4	-4%	-19%	1	12	11	4%	2%	0.0%	9	7%
O=C(/C=C/c1ccccc1)OCC(=O)c1c[nH]c2ccccc12	-3	.	.	.	0	-9	.	-16%	-0.3%	.	.
Cc1oc(-c2ccccc2Cl)nc1CN1CCCCC1CO (stereo unspecified)	-35	-2%	2%	1	19	35[activator]	6%	-1%	0.3%	0	-4%
Cc1c(NC(=O)CSc2nnc(C(C)Oc3ccc(Cl)cc3)n2-c2ccccc2)c(=O)n(-c2ccccc2)n1C (stereo unspecified)	3	-1%	?	7	-7	-2	-1%	1%	-0.3%	3	-6%
NC(=O)c1cnn2c(C(F)(F)F)cc(-c3ccc(F)cc3)nc12	9	-10%	0%	-3	-7	6	1%	2%	3.2%	-3	3%
Cc1ccc(C(=O)CSc2nnc(-c3c[nH]c4ccccc34)o2)cc1	-14	-1%	?	2	7	-8	0%	4%	0.0%	1	-1%
CCn1c(COc2ccc(C)cc2)nnc1SCc1ccc(C#N)cc1	19	-1%	-13%	1	7	-1	3%	1%	-0.2%	?	-1%
Cn1cc(Br)c(C(=O)NC2CCCCCC2)n1	4	.	.	.	1	-18	-7%	4%	0.4%	-1	0%
O=C(Oc1ccccc1C(=O)Nc1ccccc1)c1ccc(Br)c([N+](=O)[O-])c1	-3	16%	16%	1	10	-16	-2%	3%	0.1%	14	0%
Cn1c(C(=O)N2CCCC(C(=O)O)C2)cc2sccc21 (stereo unspecified)	-2	5%	0%	5	0	0	4%	3%	0.1%	2	6%
CCOC(=O)c1ccc(S(=O)(=O)N2CCN(CC(=O)NC(=O)NC(C)(C)C)CC2)cc1	1	-4%	4%	5	11	-3	-2%	0%	0.3%	1	-2%
CC(=O)NCCc1ccc(S(=O)(=O)Nc2ccc(C)c(S(=O)(=O)N3CCOCC3)c2)cc1	2	.	.	.	-11	-14	-4%	4%	-0.1%	-1	7%
COc1ccc(-c2nc(-c3ccc(NC(=O)c4ccncc4)cc3)no2)cc1OC	-8	-2%	14%	-2	-6	-19	-2%	2%	-0.9%	-1	-2%
CN(C)CCOC(=O)C1(c2ccccc2)CCCC1	2	0%	-15%	4	-1	15	2%	1%	0.5%	-4	9%
O=C(NNC(=O)c1ccco1)c1ccc(NS(=O)(=O)c2cccs2)cc1	-7	.	.	.	-10	-16	.	3%	0.2%	-4	.
Cc1ccc(C(=O)OCC(=O)NC2CCCC(C)C2C)cc1S(=O)(=O)N1CCCCC1 (stereo unspecified)	-10	.	.	.	-11	-8	.	0%	0.1%	13	.
CC(=O)c1ccc(OCC(=O)OCC(=O)NCc2ccco2)cc1	-10	.	.	.	7	?	.	0%	0.1%	-1	.
CCCOc1ccc(/C=N/NC(=O)CN2CCCCC2)cc1OCC	16	-4%	?	1	-33	5	-3%	3%	-0.1%	0	6%
Cc1nc(Nc2ccccc2)sc1C(=O)Nc1ccccc1	-8	-1%	.	0	0	-11	-1%	-1%	0.2%	?	-2%
CCOc1cc(N2CCOCC2)c(OCC)cc1NC(=O)CN1C(=O)NC2(CCc3ccccc32)C1=O (stereo unspecified)	16	6%	5%	6	6	7	0%	4%	0.1%	-1	-2%
O=c1c2ccccc2nc(/C=C/c2c[nH]c3ccccc23)n1CCO	9	5%	?	-2	-4	-4	0%	0%	0.1%	0	6%
COc1ccc(C(C(=O)NCCC(C)C)N(CCCO)C(=O)c2snc(C(N)=O)c2N)cc1OC (stereo unspecified)	-3	0%	?	2	5	-21	2%	2%	-0.1%	2	-9%
CC(=O)c1sc(NC(=O)COc2c(C)cc(Cl)cc2C)nc1C	.	0%	0%	1	.	.	5%	-1%	0.0%	-13	-6%
CC(OC(=O)c1c[nH]c2ccccc12)C(=O)N1CCCC1 (stereo unspecified)	6	.	.	.	-1	0	.	-1%	-0.1%	4	.
O=C(Cc1ccc(Br)cc1)N1CCN(c2ccccn2)CC1	1	-4%	9%	1	-1	7	0%	3%	-0.2%	4	3%
COc1ccc(-c2csc(NC(=O)CN3C(=O)CCC3=O)n2)cc1OC	-3	7%	0%	3	-2	-11	-3%	3%	-0.2%	-11	-4%
COC(=O)C1CSC(C)(C)C(=O)N1 (stereo unspecified)	-16	0%	16%	1	-37	-11	8%	2%	-0.1%	1	2%
COc1cc(S(=O)(=O)N2CCCC3(CCCCC3)C2)ccc1-n1cnnn1	-2	-11%	-9%	-3	-4	-2	0%	-1%	-0.8%	-4	10%
O=C(COC(=O)C1COc2ccccc2O1)Nc1ccc(Cl)cc1 (stereo unspecified)	-5	.	.	.	14	1	.	2%	-0.1%	21	.
COc1ccc(C(=O)CC(=O)C(=O)Nc2cc(OC)ccc2OC)cc1	1	.	1%	2	-8	10	-2%	0%	-0.9%	0	-3%
COc1cc(C(c2c(C(=O)O)[nH]c3ccccc23)c2c(C(=O)O)[nH]c3ccccc23)ccc1OCc1ccccc1	9	0%	?	9	2	-10	4%	-28%	-1.4%	9	?
O=C(Nc1ccccc1N1CCOCC1)c1cc2ccccc2o1	-2	-3%	0%	0	-11	-17	-5%	0%	-0.5%	14	30%
C=CCOc1c2ccc(C(=O)NCc3ccc(OC)cc3)cc2nn1C	-8	-4%	?	-2	-7	-21	-1%	1%	0.3%	-2	7%
Cc1nc(S(=O)(=O)N2CCN(C3c4ccccc4-c4ccccc43)CC2)cn1C	3	6%	.	-1	2	9	.	6%	-0.8%	4	0%

Not all compounds are listed. The share of hits here may be higher or lower than overall.
